# ERa coact inh: ERα–SRC-1 coactivator interaction inhibitors, primary screen, biochemical, TR-FRET, ERα LBD, estradiol-bound; 1.7% of 86,000 active; TR-FRET ER-alpha LBD / SRC-1 peptide; AID 629, 2007; Estrogen receptor (Homo sapiens), P03372; inhibition, % at 25.6 µM; in the data active = inhibition above about 50%;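 also: 0% = receptor plus peptide control and 100% = peptide only without receptor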
# Target sequence (P03372 whole entry, looked up, the tested form may be a part): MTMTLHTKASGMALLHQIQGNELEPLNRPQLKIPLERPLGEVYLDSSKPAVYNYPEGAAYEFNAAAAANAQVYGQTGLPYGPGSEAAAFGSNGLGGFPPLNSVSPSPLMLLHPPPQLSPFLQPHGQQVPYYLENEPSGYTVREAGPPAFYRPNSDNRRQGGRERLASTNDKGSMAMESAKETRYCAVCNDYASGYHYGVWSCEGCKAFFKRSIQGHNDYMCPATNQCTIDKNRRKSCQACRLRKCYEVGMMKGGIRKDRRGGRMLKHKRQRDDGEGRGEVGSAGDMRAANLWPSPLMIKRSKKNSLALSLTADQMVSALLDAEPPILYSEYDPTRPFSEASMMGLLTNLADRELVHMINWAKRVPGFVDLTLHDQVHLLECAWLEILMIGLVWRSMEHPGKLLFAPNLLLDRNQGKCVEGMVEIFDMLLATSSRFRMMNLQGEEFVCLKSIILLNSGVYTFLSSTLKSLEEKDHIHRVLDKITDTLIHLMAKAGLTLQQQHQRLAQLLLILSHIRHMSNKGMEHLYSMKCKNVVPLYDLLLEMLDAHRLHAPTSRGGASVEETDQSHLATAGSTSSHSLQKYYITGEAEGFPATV
# H69AR growth 86K: proliferation blockers of H69AR lung cancer cells, primary screen, cell-based, human, 86K library; viability, % at 10 µM; 6% of 85,000 active; H69AR lung tumor viability, ATP luminescence, 72 h; active compounds read low;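 active = viability at or below 40%; inactive = viability above 40%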;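 also: multidrug resistant small cell line overexpressing MRP-1 efflux transporter; 100% = mean luminescence of untreated control wells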
# CYP2C19 act: human CYP2C19 activators, primary screen, biochemical, luminescence; Cytochrome P450 2C19 (Homo sapiens), P33261; recombinant CYP2C19, luciferin-H EGE luminescence; active compounds read high; 0 = fully inhibited enzyme, 1 = untreated enzyme; activation factor at 5 µM; 96,000 tested, under 10 active;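 active = activation factor of at least 2 at 5 µM in the primary screen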;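 also: 0 = wells with 2.5 mM tranylcypromine and 1 = vehicle-only wells; values of inactives mirror those of a sister screen read the other way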
# Target sequence (P33261 whole entry, looked up): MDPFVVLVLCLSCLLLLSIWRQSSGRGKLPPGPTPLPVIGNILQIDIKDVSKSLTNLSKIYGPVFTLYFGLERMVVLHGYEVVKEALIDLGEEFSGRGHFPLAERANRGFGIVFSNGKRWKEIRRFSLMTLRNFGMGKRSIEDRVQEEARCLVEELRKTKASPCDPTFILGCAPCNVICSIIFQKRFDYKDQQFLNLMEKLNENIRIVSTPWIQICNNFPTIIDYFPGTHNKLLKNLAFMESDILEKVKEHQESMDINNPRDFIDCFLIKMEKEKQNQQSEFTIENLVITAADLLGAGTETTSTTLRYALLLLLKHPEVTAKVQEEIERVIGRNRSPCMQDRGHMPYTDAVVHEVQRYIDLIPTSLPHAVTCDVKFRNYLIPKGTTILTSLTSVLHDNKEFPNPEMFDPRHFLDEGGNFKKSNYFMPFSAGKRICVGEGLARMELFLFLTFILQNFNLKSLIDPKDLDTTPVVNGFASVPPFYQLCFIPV
# CYP2C19 inhib: blockers of cytochrome P450 2C19 activity – biochemical, luminescence, ADME assay, primary screen | AID 778, 2007 | 21% of 96,000 active | inhibition, % at 5 µM | P33261 | CYP2C19 Supersomes, luciferin-H EGE luminescence, 30 min;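 active = CYP2C19 inhibition above a set limit at 5 µM in the primary screen, cut at about 50% in these data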;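 also: plate controls were negative control wells for no effect and 2.5 mM tranylcypromine positive control for full effect; values of inactives mirror those of a sister screen read the other way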
# CD11b adhes enh: enhancers of CD11b/CD18 adhesion to fibrinogen, primary screen, K562 cells, luminescence | ATPlite luminescence | activation, % at 10 µM | 0.07% of 93,000 active | Integrin beta-2 (Homo sapiens) + Integrin alpha-M (Homo sapiens), P05107+P11215 | AID 1499, 2009;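 active = 10 µM primary screen giving 50% or more activity, confirmed by 40% or more on retest at that dose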; also: strong numbers were not always called active
# CD11b adhes inh: inhibitors of CD11b/CD18 adhesion to fibrinogen, primary screen, K562 cells, luminescence; 0.54% of 93,000 active; inhibition, % at 10 µM; Integrin beta-2 (Homo sapiens) + Integrin alpha-M (Homo sapiens), P05107+P11215; ATPlite luminescence; Mn2+ added to activate the integrin;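 active = primary inhibition of 50% or more at 10 µM, then 40% or more on retest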; also: some results filed as inactive read as strong as hits
# Lung fibro prol: antiproliferative effect on LL 47 fibroblasts – human, LL 47 cells, CellTiter-Glo luminescence, primary screen; viability, % at 10 µM; LL 47 human lung fibroblast viability, ATP luminescence; active compounds read low; 1.1% of 85,000 active;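 active = viability at or below 50% in the single dose screen; inactive = viability above 50%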;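 also: compound exposure lasted 72 h before the ATP readout; 100% = median luminescence of untreated cell-only wells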
#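 Assay system: human lung fibroblast line LL 47, low passage. Input: 1,150 fibroblasts seeded per well. Times: overnight cell rest, 72 h compound treatment at 37 °C. Evaluation: % viability of median cell-only signal. Technique: luminescent ATP detection, CellTiter-Glo. Control set: cell-only wells, no compound.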
# HUVEC inhibit: inhibitors of HUVEC proliferation, primary screen, cell-based, 384-well. 1.1% of 86,000 active. CellTiter-Glo luminescence, 72 h; active compounds read low. viability, % at 10 µM (by protocol);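 active = viability at or below 30%; inactive = viability above 30%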;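 also: 100% = median luminescence of DMSO-only cell control wells on each plate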
# ERa SRC1 pot: enhancers of ERα–SRC-1 coactivator binding, primary screen, biochemical, TR-FRET, ERα LBD, low estradiol; Estrogen receptor (Homo sapiens), P03372; TR-FRET ERalpha-LBD/SRC-Cy5 coactivator binding, 2 h; 100 = basal binding, no effect; coactivator binding (% of control), % at 25.6 µM; 1.3% of 86,000 active; in the data active = activity above about 200%;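 also: binding measured in presence of low estradiol as agonist stimulus; 0% = peptide alone without receptor and 100% = receptor with peptide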
# * = called active by the depositor; x = not tested or not shown; [ ] = dose if it differs, or a comment.
SMILES,ERa coact inh,H69AR growth 86K,CYP2C19 act,CYP2C19 inhib,CD11b adhes enh,CD11b adhes inh,Lung fibro prol,HUVEC inhibit,ERa SRC1 pot
CC(=O)NC(Cc1ccc(C(C)C)cc1)C(=O)NC1CCN(c2nc(C)cc(C)n2)CC1 (stereo not drawn),-8,88,0.4,60*,2,-8,103,93,127
COc1ccc(/C=N/n2cncn2)cc1COc1ccc(NC(C)=O)cc1,-2[fluorescence artefact?],76,0.4,61*,-1,14,100,106,97
CCCn1nnnc1SCC(=O)N(C(C)C)C(C)C,5,88,0.3,72*,0,-13,93,98,110[fluorescence artefact?]
O=C1c2ccccc2C(=O)N1Cc1nc2ccccc2c(=O)n1CCCn1ccnc1,1,92,0.1,88*,1,-11,92,86,102
CSC1=Nc2sc3c(c2C2=NCCN12)CCCC3,-8,96,0.8,16,1,-4,97,104,98
CCOC(=O)c1cccc(NC(=O)CCNS(=O)(=O)c2ccc3c(c2)CCN3C(=O)CC)c1,27,81,0.8,19,-2,5,92,100,100
COc1ccc2[nH]cc(CCNC(=O)C3CCCNC3=O)c2c1 (stereo not drawn),-14,92,0.6,37,3,3,100,119,100
CCn1c(=O)c2cc(S(=O)(=O)NCc3ccccc3)ccc2n(CC)c1=O,-28,100,0.8,16,-3,-14,88,61,114
O=S(=O)(NCc1ccc(F)cc1)c1ccc2c(c1)OCCO2,0,114,0.4,60*,-2,-9,98,104,89
CS(=O)(=O)N1CCC(C(=O)c2cccc(Cl)c2)CC1,-4,95,0.2,79*,-2,9,105,96,104
O=C(CSc1nnc(C2CC2)n1-c1ccccc1)NCc1ccco1,-4,75,1.2,-23,-3,-11,112,99,97
Cc1cc(=O)n2nc(N3CCCC(C(=O)N4CCc5ccccc54)C3)sc2n1 (stereo not drawn),-22,64,0.8,21,4,-15,95,92,96
O=C(Nc1ccc(N2CCCC2)c(Cl)c1)c1ccc2c(c1)OCCO2,-6[fluorescence artefact?],71,x,x,x,x,98,91,82[fluorescence artefact?]
COc1ccc(-c2cc(-c3ccccc3)nc(N3CCCC3)n2)cc1OC,6,81,0.8,23,26,-13,98,103,148
COCCn1c(C)cc(C(=O)CSc2nc3ccccc3c(=O)[nH]2)c1C,1,44,0.7,25,-4,-6,106,109,99[fluorescence artefact?]
COc1ccccc1C(c1nnnn1Cc1ccco1)N1CCN(c2cccc(C)c2C)CC1 (stereo not drawn),5,76,x,x,x,x,92,92,111
Nc1nnc(N2CCCCCC2)s1,-4,102,x,x,x,x,92,96,99
COc1cccc(NC(=O)NCCCSC2CCCCC2)c1,-8,86,0.9,14,-3,3,101,100,104
COc1ccc(/C(O)=C2\C(=O)C(=O)N(CCCN(C)C)C2c2ccccc2F)cc1Cl (stereo not drawn),-3[fluorescence artefact?],96,0.9,8,0,-10,94,104,126[fluorescence artefact?]
CCC(=O)c1ccc(N2CCCC2)c(F)c1,-17,89,x,x,x,x,113,107,96
CCOCCCn1cnc2c([nH]c3cc(OC)ccc32)c1=O,-25,76,1,-3,3,8,101,105,106
Cc1cccc(NC(=O)c2cc3n(n2)C(C(F)(F)F)CC(c2ccc4c(c2)OCO4)N3)c1 (stereo not drawn),x,x,0.6,39,24,-26,x,x,x
COc1cccc(/C=N/NC(=O)C(=O)N2CCCC2)c1O,x,x,0.9,13,2,6,x,x,x
O=C(CSc1nnnn1-c1ccccc1)NC(=O)NCc1ccco1,x,x,1,-1,2,4,x,x,x

# Looked up above.
# CD11b adhes enh result of COc1ccc(-c2cc(-c3ccccc3)nc(N3CCCC3)n2)cc1OC is entered as 26
# HUVEC inhibit result of COc1ccc(/C(O)=C2\C(=O)C(=O)N(CCCN(C)C)C2c2ccccc2F)cc1Cl (stereo not drawn) is entered as 104

# The main list resumes, starting five compounds before the break.
SMILES,ERa coact inh,H69AR growth 86K,CYP2C19 act,CYP2C19 inhib,CD11b adhes enh,CD11b adhes inh,Lung fibro prol,HUVEC inhibit,ERa SRC1 pot
CCC(=O)c1ccc(N2CCCC2)c(F)c1,-17,89,x,x,x,x,113,107,96
CCOCCCn1cnc2c([nH]c3cc(OC)ccc32)c1=O,-25,76,1,-3,3,8,101,105,106
Cc1cccc(NC(=O)c2cc3n(n2)C(C(F)(F)F)CC(c2ccc4c(c2)OCO4)N3)c1 (stereo not drawn),x,x,0.6,39,24,-26,x,x,x
COc1cccc(/C=N/NC(=O)C(=O)N2CCCC2)c1O,x,x,0.9,13,2,6,x,x,x
O=C(CSc1nnnn1-c1ccccc1)NC(=O)NCc1ccco1,x,x,1,-1,2,4,x,x,x
COc1cc2cc(C(c3nnnn3C3CCCC3)N3CCCCCC3)c(=O)[nH]c2cc1OC (stereo not drawn),5,67,0.6,43,-1,-14,97,100,82
CSC1=NCCN1C(=O)c1c(F)cccc1F,-2[fluorescence artefact?],79,0.9,11,-1,-28,94,93,124
COC(=O)c1nc2n(n1)C(c1ccccc1OC)C1=C(CCCC1=O)N2 (stereo not drawn),4,100,0.9,8,-1,-15,100,105,122
CCOC(=O)CSc1nnc(NCC(=O)OC(C)C)c(=O)[nH]1,5,101,1.1,-13,5,-29,96,91,103
CCCOP(=O)(c1ccc(N(C)C)cc1)C(O)c1ccncc1 (stereo not drawn),2[fluorescence artefact?],97,0.5,46,1,1,106,98,135[fluorescence artefact?]
O=C(Nc1nncs1)c1cccc(S(=O)(=O)N2CCCCC2)c1,-7,95,x,x,x,x,x,92,92
COc1ccc(S(=O)(=O)N(CC(=O)Nc2ccc3c(c2)OCO3)c2ccccc2OC)cc1,16,42,0.9,6,3,4,94,71,86[fluorescence artefact?]
CCCCOC(=O)Nc1ccc2c(C)cc(=O)oc2c1,10[fluorescence artefact?],95,x,x,x,x,108,94,118
CCS(=O)(=O)N1CCCC(C(=O)NCCCOC)C1 (stereo not drawn),-6,102,0.8,16,-2,9,104,107,116
CCOc1cc(-c2c(C#N)c(=O)[nH]c3c2c(C)nn3-c2ccc(F)cc2)ccc1O,-60[fluorescence artefact?],78,0.9,12,-5,49,103,58,91
Cc1onc(-c2c(Cl)cccc2Cl)c1C(=O)NCc1ccccn1,0,85,0.7,31,-3,2,101,89,110
Cc1cccc(C)c1NC(=O)CSc1nnc(-c2ccco2)c(-c2ccco2)n1,84*[fluorescence artefact?],53,1.2,-19,x,x,108,98,11[fluorescence artefact?]
O=C1CC(NNC(=O)c2ccccc2)C(=O)N1 (stereo not drawn),1,97,1.1,-7,3,-12,112,108,90
Cc1nn(Cc2ccccc2)c2sc(C(=O)NCc3cccnc3)cc12,x,x,0.4,62*,-4,-4,x,x,x
CCc1ccc2[nH]c(=O)c(CN(Cc3ccccc3OC)C(=O)Nc3ccccc3OC)cc2c1,12,78,1.3,-28,-1,6,103,71,100
Cc1ccc(C)n1-n1cnc2sc(-c3ccccc3)cc2c1=O,0,87,0.7,26,x,x,83,101,95[fluorescence artefact?]
CC(C)CN(C(=O)COC(=O)Cc1c[nH]c2ccccc12)C1CCS(=O)(=O)C1 (stereo not drawn),4,108,0.7,28,-3,19,95,91,129
CCCNc1nc(Nc2ccc(C)cc2)nc(N2CCCC2)n1,-4,35*,1,-4,0,26,66,30,100
O=C(CCCOc1ccc(Cl)cc1)NCC1CCCO1 (stereo not drawn),-1,98,0.9,9,x,x,99,103,107
CN(CCNC(=O)C1CCN(S(=O)(=O)N2CCOCC2)CC1)CCc1ccccc1,-6,107,1,-1,-1,0,103,99,108[fluorescence artefact?]
CS(=O)(=O)N(CC(=O)N1CCN(c2ccccc2)CC1)c1cccc(Br)c1,0[fluorescence artefact?],88,0.4,64*,-6,-1,97,119,117[fluorescence artefact?]
O=S(=O)(c1ccccc1Cl)N1CCCC(c2nc(-c3cccnc3)no2)C1 (stereo not drawn),-5,89,0.1,95*,-4,2,108,117,107
COc1ccc(Cl)cc1NC(=O)CN1CCC(n2nnc3cc(F)ccc32)CC1,22,65,0.2,76*,0,-25,83,61,131
Fc1cccc(F)c1CN1CCN(c2ncccn2)CC1,-126[fluorescence artefact?],97,0.2,79*,2,-5,92,95,126
CSCCC1(C(=O)O)NC(c2ccccc2O)C2C(=O)N(C(C)C)C(=O)C21 (stereo not drawn),84*[fluorescence artefact?],94,0.9,9,-4,-7,108,104,112
CCOC(=O)c1cc2nc(-c3ccco3)cc(C(F)(F)F)n2n1,13,70,x,x,x,x,90,88,112[fluorescence artefact?]
CC(NC(=O)C(CC(=O)OC(C)(C)C)NC(=O)OC(C)(C)C)C(N)=O (stereo not drawn),9,88,1,4,-1,-7,106,96,114[fluorescence artefact?]
COc1ccc(C2C(C(=O)c3ccco3)=C(O)C(=O)N2CCOCCO)cc1OC (stereo not drawn),-6,97,1,-1,5,10,105,106,103
Cc1cc(NS(=O)(=O)c2ccc(NC(=O)c3oc4ccccc4c3C)cc2)no1,7,90,1,-2,-2,0,100,80,108[fluorescence artefact?]
COc1ccc(S(=O)(=O)n2nc(OC(=O)c3ccccc3)cc2N)cc1,16,75,1.1,-13,-1,2,105,96,73
CCOC(=O)c1c(NC(=O)c2ccn(CC)n2)sc2c1CCCC2,1,60,0.5,55*,-1,-7,91,92,109
O=C(Nc1nc(-c2ccccc2)cs1)c1cccs1,-14,74,0.8,15,-3,34,95,77,80[fluorescence artefact?]
CCC(C)(C)n1nnnc1C(c1ccncc1)N1CCC(C)CC1 (stereo not drawn),-9,90,x,x,x,x,98,91,110
COc1cc(OC)cc(C(=O)N2CCN=C2SCc2cccnc2)c1,-6,93,0,100*,-1,9,107,111,129
CCN(CC)CC(C)OC(=O)c1cc(OC)c(OC)c(OC)c1 (stereo not drawn),-1,91,1.1,-8,-5,-4,105,108,108

# 5 structures from above, ordered by number of heavy atoms, high to low.
SMILES,ERa coact inh,H69AR growth 86K,CYP2C19 act,CYP2C19 inhib,CD11b adhes enh,CD11b adhes inh,Lung fibro prol,HUVEC inhibit,ERa SRC1 pot
COc1ccc(C2C(C(=O)c3ccco3)=C(O)C(=O)N2CCOCCO)cc1OC (stereo not drawn),-6,97,1,-1,5,10,105,106,103
Cc1cc(NS(=O)(=O)c2ccc(NC(=O)c3oc4ccccc4c3C)cc2)no1,7,90,1,-2,-2,0,100,80,108[fluorescence artefact?]
COc1ccc(S(=O)(=O)n2nc(OC(=O)c3ccccc3)cc2N)cc1,16,75,1.1,-13,-1,2,105,96,73
CC(NC(=O)C(CC(=O)OC(C)(C)C)NC(=O)OC(C)(C)C)C(N)=O (stereo not drawn),9,88,1,4,-1,-7,106,96,114[fluorescence artefact?]
CCOC(=O)c1c(NC(=O)c2ccn(CC)n2)sc2c1CCCC2,1,60,0.5,55*,-1,-7,91,92,109

# Screening data from PubChem.
